High-throughput results (PubChem)
KDM4E inh = inhibitors of human JMJD2E histone demethylase; JMJD2E catalytic domain, FDH-coupled NADH fluorescence (FDH is formaldehyde dehydrogenase); B2RXH2; actives 1.6% (n = 230,000); Potency, µM (series often up to 57.1 µM), without a hit: at the highest dose activity change, negative = inhibition, actives largely listed as inhibitors; active = well fitted inhibition curve with a large enough effect, not every such curve was filed as active; inconclusive = small, poorly fitted or top-dose-only effect, or another doubt; inactive = no such curve, though single readings can be large or run the other way;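 also: 0% = wells with enzyme and -100% = buffer wells without enzyme; nearly all actives have a fitted effect of over 50% in size; many of its hits are not listed in these tables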
Target sequence (B2RXH2 1-337 limits assumed): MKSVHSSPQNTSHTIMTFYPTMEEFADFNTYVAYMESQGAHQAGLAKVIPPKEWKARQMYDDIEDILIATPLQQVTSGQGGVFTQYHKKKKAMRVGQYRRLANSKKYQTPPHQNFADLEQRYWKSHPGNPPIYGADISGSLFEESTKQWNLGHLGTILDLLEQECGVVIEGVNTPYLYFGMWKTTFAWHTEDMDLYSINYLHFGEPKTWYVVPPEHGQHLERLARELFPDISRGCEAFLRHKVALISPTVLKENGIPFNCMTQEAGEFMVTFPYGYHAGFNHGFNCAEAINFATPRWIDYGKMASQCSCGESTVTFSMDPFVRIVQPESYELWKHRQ
KinaseGlo FLuc = counter-screen: inhibitors of Kinase-Glo firefly luciferase. AID 1379. actives 0.28% (n = 200,000). Potency, µM (doses to about 38.3 µM), inactives show top-dose activity change, negative = inhibition, hits mostly inhibitors. Kinase-Glo luciferase, ATP luminescence, 8 min. Q27757; also: % is scaled to controls: 0 for no effect and ±100 for the full control effect; nearly all actives have a fitted effect of over 60% in size
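Compound is pinned into ATP-containing buffer (10 uM ATP, imidazole pH 7.2, 7 mM MgCl2). Kinase-Glo luciferase reagent is then added. Light output is recorded following an 8-min room-temperature incubation.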
NPSR antag = blocks cAMP signaling of the human neuropeptide S receptor; Q6W5P4; CHO-NPSR cells, cAMP TR-FRET, antagonist mode; Potency, µM (titrated, usually from 38.3 µM), for inactives: at the top dose activity change, negative = inhibition, most hits filed as inhibitors; actives 1% (n = 220,000); AID 1461; also: % is scaled to controls: 0 for no effect and ±100 for the full control effect; nearly all actives have a fitted effect of over 50% in size; many of its hits are not listed in these tables
IMPase Li inh = cell-permeable IMPase inhibitors with lithium potentiation; CHO-M1 cells, IP1 TR-FRET (IP-One), carbachol + lithium; Potency, µM (doses to about 59.4 µM), without a hit: at the highest dose activity, negative = IMPase inhibition, actives largely listed as inhibitors; actives 0.35% (n = 210,000); AID 1457;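 also: IP1 builds up when IMPase is blocked and the TR-FRET signal falls; plate controls were basal vehicle for no effect and high inhibitor control for full effect; nearly all actives have a fitted effect of over 50% in size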
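Readout is a homogeneous TR-FRET IP1 immunoassay (Ex 320, Em 665 and 620), where raised cytosolic IP1 lowers signal. Cells were CHO-M1 treated 30 min at 37C with test compounds plus a little lithium; AC50 values came from Hill-equation fitting.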
RECQ1 inh = blocks DNA unwinding by human RECQ1. RECQ1 DNA unwinding, red fluorescence kinetic read. Potency, µM (doses to about 57.3 µM), without a hit: at the top dose activity, negative = inhibition, usual class: inhibitors. actives 0.54% (n = 240,000). AID 2549;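 also: plate controls were vehicle for no effect and no enzyme for full effect; nearly all actives have a fitted effect of over 30% in size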
Target sequence (P46063 whole entry, looked up): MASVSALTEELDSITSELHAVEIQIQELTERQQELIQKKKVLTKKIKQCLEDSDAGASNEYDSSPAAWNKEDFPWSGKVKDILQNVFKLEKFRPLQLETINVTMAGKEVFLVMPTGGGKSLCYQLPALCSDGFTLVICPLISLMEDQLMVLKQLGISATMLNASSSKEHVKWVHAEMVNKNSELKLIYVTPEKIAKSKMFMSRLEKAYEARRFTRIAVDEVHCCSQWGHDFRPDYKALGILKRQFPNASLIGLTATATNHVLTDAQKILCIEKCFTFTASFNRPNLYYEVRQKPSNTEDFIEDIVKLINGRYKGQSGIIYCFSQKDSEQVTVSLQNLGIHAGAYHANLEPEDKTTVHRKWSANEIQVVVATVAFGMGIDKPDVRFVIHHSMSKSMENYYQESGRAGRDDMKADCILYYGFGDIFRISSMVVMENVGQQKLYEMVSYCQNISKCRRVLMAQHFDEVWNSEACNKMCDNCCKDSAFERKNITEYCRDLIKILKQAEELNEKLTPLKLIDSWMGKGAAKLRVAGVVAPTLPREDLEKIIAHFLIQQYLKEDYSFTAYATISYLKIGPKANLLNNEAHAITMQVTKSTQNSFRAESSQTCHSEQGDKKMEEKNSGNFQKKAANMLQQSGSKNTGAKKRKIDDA
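50 nM RECQ1T1 preincubated 15 min with compound in Tris pH 8.0 buffer with MgCl2, DTT, Tween-20 and 2.5 ug/ml poly(dI-dC); started with 200 nM TAMRA/BHQ-2 forked duplex and 2 mM ATP. Unwinding read as fluorescence (525/598 nm), two reads 2 h apart.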
Epigenetic reg = epigenetic control regulation, reporter derepression; murine LDR cells, GFP reporter derepression, 30 h; Potency, µM (top dose mostly 53.9 µM), for the others: top-dose GFP activation, usual class: activators; actives 0.2% (n = 280,000); AID 1865; also: % of control where 0% means no effect; nearly all actives have a fitted effect of over 60% in size
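Derepression of a silenced CMV-GFP reporter in murine LDR cells is scored by enumerating GFP-positive cells with a laser-scanning microplate cytometer after 30 hours of treatment at 37 C.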
SMN2 splice enh = SMN2 splice variant enhancement; HEK293 SMN2-luciferase splicing reporter, luminescence, 30-36 h; Potency, µM (top dose mostly 46.1 µM), for inactives: at the top dose activity change, positive = activation, hits mostly activators; actives 2.8% (n = 210,000); AID 1458; also: % of control where 0% means no effect; nearly all actives have a fitted effect of over 55% in size
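HEK293 cells carry an SMN2 […]–luciferase reporter in which exon 7 inclusion puts luciferase in frame. Cells were plated 10-12 h before compound addition, then incubated 30-36 h at 37C. ONE-Glo luminescence was read; sodium butyrate at 4.5 mM final served as control.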
GoLoco inh red = blocks human Gai1 binding to RGS12 GoLoco peptide, red readout; Gai1:RGS12 GoLoco peptide FP, rhodamine, 10 min; Potency, µM (highest dose often 61.6 µM), for the others: top-dose activity, negative = inhibition, hits mostly inhibitors; actives 0.44% (n = 230,000); AID 880; active = well fitted inhibition curve with a large enough effect, not every such curve was filed as active; inactive = no such curve, though single readings can be large or run the other way; also: % is scaled to controls: 0 for no effect and ±100 for the full control effect; nearly all actives have a fitted effect of over 30% in size; many of its hits are not listed in these tables
Starred values were filed as active, the others as inactive; i = inactive; ? = inconclusive; nt = no result given; & = joins results of further samples; [ ] = remark or other dose. Unless noted, calls follow the shape of the dose curve; as a rule, active = well fitted curve in the direction sought with a large enough effect; inconclusive = small, poorly fitted or top-dose-only effect, or another doubt; inactive = no such curve, though single readings can be large; an effect the other way counts as inactive or inconclusive. Potency is read from the fitted curve at half-maximal effect. The list is partial; rates above refer to the full screens.

Every second line gives: Epigenetic reg | KDM4E inh | RECQ1 inh | IMPase Li inh | KinaseGlo FLuc | GoLoco inh red | SMN2 splice enh | NPSR antag
1. COc1ccccc1NC(=O)c1cc(S(=O)(=O)N2CCC3(CC2)OCCO3)ccc1F
→ 1.0% | -2% | -10% | -14%[38.3 µM] | 2% | -7% | -26% | -27%[46.1 µM]
2. COc1ccc(NC(=O)CSc2nncn2C)c([N+](=O)[O-])c1
→ -1.2% | -3% | -5% | 4%[38.3 µM] | 3% | 9% | -5% | -2%[46.1 µM]
3. O=C(Cn1nnc(-c2cccs2)n1)NCCc1ccccc1
→ 0.2% | 9% | i | -2% | 0% | -5% | 14% | -7%[46.1 µM]
4. O=C1N/C(=C\c2ccc(O)cc2)C(=O)c2ccccc21
→ 14% | -8% | i | 28%[38.3 µM] | 13µM* | 8% | -8% | -10%[46.1 µM]
5. COC(=O)[C@H]1Cc2c([nH]c3ccccc23)CN1C(=O)COc1ccc2c(C)cc(=O)oc2c1
→ 2.0% | ? | -10% | 5% | 2% | 5% | -6% | nt
6. COC(=O)c1ccc(S(=O)(=O)N2CCC(c3nc4ccccc4o3)CC2)cc1
→ -2.6% | -7% | -2% | 26%[38.3 µM] | -3% | 16% | 8% | -5%[46.1 µM]
7. CCOc1ccc2nc(SC3CC(=O)N(c4ccc(OC)cc4)C3=O)sc2c1 (stereo not given)
→ -1.1% | 4% | -2% | 12%[38.3 µM] | -2% | 14% | 21% | -18%[46.1 µM]
8. N#CC(C(=O)CCN1C(=O)C2CC=CCC2C1=O)c1nc2ccccc2[nH]1 (stereo not given)
→ -1.1% | -4% | -5% | 36%[activator][38.3 µM] | -3% | 25% | 27% | -3%[46.1 µM]
9. CCn1c(SCC(=O)c2[nH]c(C)c(C(C)=O)c2C)nnc1-c1ccccc1
→ -1.0% | 3% | -7% | 11%[38.3 µM] | -3% | -2% | -58%[inhibitor] | -12%[46.1 µM]
10. C/C(=N\Nc1ccc2nncn2n1)c1ccc(Br)s1
→ -1.6% | -2% | 0% | nt | nt | 7% | nt | 11%
11. C[C@H]1/C=C\CC(=O)NCc2cccc(c2)CNC(=O)N[C@H]1c1ccccc1
→ -0.3% | -24% | 1% | 7% | -1% | 1% | 4% | nt
12. O=C(Nc1nc(-c2ccccc2)cs1)c1ccccc1NS(=O)(=O)c1ccc(F)cc1
→ -1.8% | ? | -10% | 20% | 4% | 2% | -53%[inhibitor] | ?
13. COc1ccccc1C(=O)NC1CCN(C(=S)NCCc2ccccc2)CC1
→ -0.3% | 3% | i | 0% | -3% | -1% | nt | 13%
14. O=C(NNc1nc2c(F)cc(F)cc2s1)C1=COCCO1
→ -3.6% | -1% | 0% | 6% | -1% | -1% | 18% | 6%
15. CC(C)[C@@H](C(=O)N1CCN(C(=O)OC(C)(C)C)CC1)n1cc(CCO)nn1
→ -2.6% | 6% | -5% | 3% | nt | -4% | nt | -8%
16. Cc1cccn2c(=O)c3cc(C(N)=S)c(=N)n(CCCOC(C)C)c3nc12
→ ? | ? | 6% | -18%[38.3 µM] | -10% | 29% | 11% | ?
17. CC(=O)Nc1ccc(NC(=O)CSc2nccn2Cc2ccccc2)cc1
→ -0.2% | 10% | 0% | -10%[38.3 µM] | -5% | 8% | -10% | -9%[46.1 µM]
18. Cc1cc(C(=O)N/N=C/c2c(C)nn(-c3ccccc3)c2Cl)n[nH]1
→ -1.0% | 4% | -13% | nt | nt | 3% | nt | -6%
19. CCn1cc(C(=O)N2CCN(Cc3ccc4c(c3)OCO4)CC2)c2cc(OC)c(OC)cc2c1=O
→ -2.0% | -29% | i | 15%[38.3 µM] | 0% | 6% | 4% | -15%[46.1 µM]
20. Cc1cc(C)c(C(=O)COC(=O)c2cc([N+](=O)[O-])ccc2NCCO)cc1C
→ 1.2% | 8% | -8% | 2% | 0% | 4% | ? | -21%
21. CCN1CCN(C(=O)c2ccc(Cn3c(=O)[nH]c4cc(OC)c(OC)cc4c3=O)cc2)CC1
→ -3.3% | ? | -2% | -10%[38.3 µM] | -5% | 3% | 10% | -10%[46.1 µM]
22. Cc1ccc(C2CC(c3ccccc3Cl)n3nc(N)nc3N2)cc1 (stereo not given)
→ 1.0% | -4% | -8% | 10%[38.3 µM] | 2% | 1% | -8% | 4%[46.1 µM]
23. Cc1ccc(-n2c(-c3ccccc3)c[n+]3c2CCC3)cc1
→ 0.1% | 3% | i | 19% | 2% | 6% | -32%[inhibitor] | 12%
24. COc1ccccc1NC(=O)Nc1ccnn1Cc1cccs1
→ 0.9% | 2% | -2% | -9%[38.3 µM] | 0% | -5% | -9% | 2%[46.1 µM]
25. Cc1oc(-c2ccc(Cl)cc2)nc1CN1CCC(C(=O)N2CCc3ccccc3C2)CC1
→ -3.2% | 4% | 0% | 25%[38.3 µM] | -1% | 9% | -34%[inhibitor] | -10%[46.1 µM]
26. CCOC(=O)C(CC)/C(C)=N/NC(=O)c1ccccc1[N+](=O)[O-] (stereo not given)
→ 1.4% | 12% | -1% | 2%[38.3 µM] | -5% | 5% | 8% | -2%[46.1 µM]
27. CC(C)c1ccc(NNC(=O)C2CCC2)cc1
→ 2.1% | -27% | -8% | nt | nt | 12% | nt | -11%
28. O=C(COC(=O)c1ccc(Cl)cc1O)NCCN1C(=O)CSC1=O
→ -1.1% | ? | -17% | nt | nt | -2% | nt | 9%
29. CCOc1ccc2nc(NS(=O)(=O)Cc3ccccc3)sc2c1
→ -4.5% | 2% | -9% | -12%[38.3 µM] | 1% | 9% | 5% | -16%[46.1 µM]
30. Cc1c(C(=O)O)oc2c3c(ccc12)OCCO3
→ 0.0% | ? | -2% | 0%[38.3 µM] | 5% | 0% | 1% | -2%[46.1 µM]

Next section.
Every second line gives: Epigenetic reg | KDM4E inh | RECQ1 inh | IMPase Li inh | KinaseGlo FLuc | GoLoco inh red | SMN2 splice enh | NPSR antag
31. COC(=O)C(CC(C)C)NC(=O)c1ccc([N+](=O)[O-])c(C)c1 (stereo not given)
→ 0.0% | 2% | -16% | -4%[38.3 µM] | -3% | -5% | 0% | -12%[46.1 µM]
32. O=C(Cn1cc(S(=O)(=O)N2CCN(c3ccccc3F)CC2)c2ccccc2c1=O)NCCCN1CCCCCC1
→ 0.5% | -28% | i | -2% | 0% | 18% | 4% | -47%
33. COc1ccc(-c2ccc(/C=N/N3C(=O)C4C5C=CC(C6CC56)C4C3=O)o2)c([N+](=O)[O-])c1 (stereo not given)
→ 0.9% | 4% | -2% | 21% | -4% | 6% | -5%[1.84 µM] | -1%
34. Cc1cccc(Nc2ccc(NCc3ccccc3)nn2)c1
→ 3.8% | 1% | ? | 2% | 0% | 3% | 19% | -14%
35. O=[N+]([O-])c1ccc2nc(CCCO)[nH]c2c1
→ -2.6% | -15% | i | 6% | 0% | 25% | -3% | 15%
36. CN1CCN(CCCN(Cc2ccco2)C(=S)Nc2ccc(Cl)cc2)CC1
→ -4.5% | 1% | 0% | 20% | 0% | -15% | -48%[inhibitor] | 6%
37. CSc1ccccc1NC(=O)c1cccs1
→ -1.1% | 3% | -9% | 1%[38.3 µM] | 7% | 7% | -12% | 2%[46.1 µM]
38. COc1ncnc2c1N[C@@](C)(O)c1c(F)c(F)c(F)c(F)c1S2
→ -1.0% | -5% | -8% | 38%[38.3 µM] | -5% | 14% | -20% | 5%[46.1 µM]
39. Cn1cnc2c(N/N=C/c3cccs3)ncnc21
→ 0.1% | -4% | -2% | nt | nt | 8% | nt | 34%
40. O=C(N/N=C\c1cc(Br)cs1)c1ccncc1
→ -1.0% | -3% | -3% | nt | nt | -3% | nt | 19%
41. Cc1nc2c(=O)n(C)c(=O)n(C)c2nc1Cl
→ ? | ? | i | -9% | 0% | 3% | 26% | -31%
42. O=C(O)c1ccc(OC(F)(F)C(F)C(F)(F)F)cc1 (stereo not given)
→ 0.7% | 6% | i | 4%[38.3 µM] | -1% | 2% | 7% | 9%[46.1 µM]
43. Cc1cc2cc(CN(C(=O)C3CC3)C3CCCC3)c3nnnn3c2cc1C
→ -1.3% | -4% | -11% | 18%[38.3 µM] | -1% | 5% | -2% | ?
44. COc1ccc(N2CCN(C(c3cc4cc(C)ccc4[nH]c3=O)c3nnnn3Cc3ccccc3)CC2)cc1 (stereo not given)
→ 0.0% | ? | i | 7%[38.3 µM] | -4% | -1% | 7% | -30%[46.1 µM]
45. O=C(NCc1ccccn1)[C@@H]1C[C@H]1[C@@H](NP(=O)(c1ccccc1)c1ccccc1)c1ccccc1
→ 1.6%&0.1% | 1%&5% | -13% | 17%&-8% | -4%&1% | 5%&2% | 7%&-2% | 4%
46. c1ccc(-c2cc3c(N4CCN(c5ncccn5)CC4)ncnc3s2)cc1
→ 5.5% | ? | i | -2% | -2% | 8% | -23% | -35%
47. CCCn1nc(C(=O)Nc2nc3ccccc3[nH]2)c2ccccc2c1=O
→ 0.0% | -10% | -5% | 10% | -2% | -9% | -33%[inhibitor] | 2%
48. O=[N+]([O-])c1ccc(Sc2nnnn2-c2ccccc2)c(Cl)c1
→ 3.3% | -9% | -9% | 33%[activator][38.3 µM] | -5% | 8% | -66%[inhibitor] | -2%[46.1 µM]
49. N#Cc1c2c(c(N3CCN(c4ccccn4)CC3)n3c1nc1ccccc13)CCC2
→ 8.5% | 4% | -5% | 5%[38.3 µM] | -3% | 7% | 1% | 0%[46.1 µM]
50. Cc1ccc(S(=O)(=O)/N=C(\N)Nc2nc(C)c3ccccc3n2)cc1
→ -0.1% | 2% | -1% | 0% | 8% | 35%[activator] | ? | -1%
51. CCCCc1nnc(NC(=O)CSc2nc(=O)cc(N)n2-c2cccc(C)c2)s1
→ -2.9% | -3% | i | 21%[38.3 µM] | -1% | 5% | 0% | -4%[46.1 µM]
52. O=C(CSc1nc2ccccc2[nH]1)Nc1ccc(F)c(F)c1
→ 0.2% | 3% | -1% | -7%[38.3 µM] | -1% | 0% | -25% | ?
53. Cc1ccc(Oc2ncccc2C(=O)NCC(=O)O)cc1
→ 1.1% | 5% | -1% | nt | nt | -6% | nt | -11%
54. CC1(C)c2ssc(=S)c2-c2ccccc2N1C(=O)c1ccco1
→ -1.6% | -4% | -4% | 23%[38.3 µM] | -5% | 5% | -12% | -28%[46.1 µM]
